CSN deneddyl inh – CSN deneddylation inhibition. Purified CSN, SCF-Nedd8-OG deneddylation, fluorescence polarization. Q92905. inhibition, % at 12.5 µM. hit rate 0.38% among 360,000. AID 651999;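 active means pattern-corrected inhibition above about 35%, with an unprinted fluorescence ratio check between 0.5 and 1.5, limit read from the data, passing the limit was not always enough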;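 further: 0% = enzyme with substrate and 100% = substrate without enzyme; some results filed as inactive read as strong as hits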
Target sequence (Q92905 whole entry, looked up, one chain of several): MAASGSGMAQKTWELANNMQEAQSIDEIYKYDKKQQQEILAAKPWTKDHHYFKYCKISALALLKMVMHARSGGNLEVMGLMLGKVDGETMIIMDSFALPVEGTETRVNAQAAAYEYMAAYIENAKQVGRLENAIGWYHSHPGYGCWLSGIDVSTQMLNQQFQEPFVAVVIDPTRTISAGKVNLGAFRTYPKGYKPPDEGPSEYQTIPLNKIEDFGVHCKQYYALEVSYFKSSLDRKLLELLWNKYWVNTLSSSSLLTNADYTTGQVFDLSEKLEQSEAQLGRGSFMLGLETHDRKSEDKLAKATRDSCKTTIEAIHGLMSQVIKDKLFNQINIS
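Assay system: purified human Csn5 enzyme expressed in HEK293T cells; measure: % inhibition; also added: SCFSkp2-Nedd8OG substrate at 10 nM final; technique: fluorescence polarization; times: reaction 90 min, room temperature; medium: Tris buffer pH 7.5, NaCl, DTT, Tween-20, trehalose, ovalbumin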
Scp-1 inhibitor – Scp-1 (human) phosphatase inhibition; Recombinant Scp1, phosphopeptide, malachite green phosphate absorbance; inhibition, % at 20 µM; hit rate 0.88% among 340,000;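 active means inhibition above about 50% at 20 µM, limit read from the data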;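 further: plate controls were DMSO wells with enzyme for no effect and wells lacking enzyme for full effect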
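Test system: SCP-1 phosphatase catalytic domain, residues 76-261; measured by: colorimetric phosphate reagent with accelerator and stabiliser, absorbance at 630 nm; timing: enzyme reaction 45 min at room temperature, colour 5 min, stabilisation 30 min; also added: Phosphorylated 17-residue peptide substrate; compound dosing: one concentration, 20 µM, with 1.0% DMSO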
STEP block – inhibitors of human striatal-enriched phosphatase STEP. recombinant STEP, OMFP fluorogenic substrate, fluorescence. P54829. inhibition, % at 20 µM. hit rate 0.25% among 360,000;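 active means inhibition at 20 µM, scaled per plate between control wells, above about 37%, limit read from the data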;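 further: 0% = DMSO with enzyme and substrate and 100% = substrate only without enzyme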
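Material: STEP (striatal-enriched tyrosine phosphatase) enzyme, cell-free; Compound dosing: 20 µM single dose in 1% DMSO; Technique: fluorescence read at 480 nm ex / 540 nm em; Times: reaction 20 min, ambient temperature; Medium: 50 mM Bis-Tris pH 6.0 with 2.5 mM DTT and 0.005% Tween 20; Also added: OMFP at 25 µM.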
NadD inh – blocks S. aureus nicotinate mononucleotide adenylyltransferase; AID 602399; inhibition, % at 20 µM; purified NadD enzyme, colorimetric absorbance read-out; hit rate 0.78% among 360,000; in the data active means inhibition above about 26%; further: some compounds past the cut are filed as inactive
SUMO1 PPI mod – SUMO1-SIM interaction modulation | SUMO1 binding to a labelled peptide, TR-FRET, 1 h | inhibition, % at 20 µM | hit rate 0.33% among 360,000 | AID 602429; in the data active means inhibition above about 37%
Target sequence (P63165 whole entry, looked up): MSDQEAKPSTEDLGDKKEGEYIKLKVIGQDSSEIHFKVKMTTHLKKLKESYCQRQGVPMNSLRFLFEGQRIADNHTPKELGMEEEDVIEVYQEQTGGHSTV
Rpn11 block – Rpn11 (human) deubiquitinase inhibition | O00487 | human 26S proteasome, Ub4-pepOG fluorescence polarization; 20S core pre-blocked with epoxomicin | calls only at 20 µM | hit rate 0.59% among 360,000;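 active means inhibition at 20 µM, scaled to each plate's controls, above about 33%, limit read from the data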
Target sequence (O00487 whole entry, looked up): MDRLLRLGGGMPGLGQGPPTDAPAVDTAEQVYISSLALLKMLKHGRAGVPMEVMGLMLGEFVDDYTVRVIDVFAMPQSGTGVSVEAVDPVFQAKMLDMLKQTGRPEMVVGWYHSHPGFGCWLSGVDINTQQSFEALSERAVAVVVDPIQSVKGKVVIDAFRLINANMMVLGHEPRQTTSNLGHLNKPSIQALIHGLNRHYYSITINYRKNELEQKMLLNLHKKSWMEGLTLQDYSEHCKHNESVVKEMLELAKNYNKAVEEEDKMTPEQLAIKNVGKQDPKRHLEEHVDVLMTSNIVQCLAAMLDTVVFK
LMPTP inh – blocks human LMPTP phosphatase. P24666. inhibition, % at 20 µM. recombinant LMPTP-A, OMFP fluorogenic substrate, fluorescence intensity. hit rate 0.22% among 360,000;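 active means compounds that cut the enzyme signal by at least half of the control window in the single-dose screen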;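 further: plate controls were DMSO wells with enzyme plus substrate for no effect and substrate without enzyme for full effect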
Target sequence (P24666 whole entry, looked up): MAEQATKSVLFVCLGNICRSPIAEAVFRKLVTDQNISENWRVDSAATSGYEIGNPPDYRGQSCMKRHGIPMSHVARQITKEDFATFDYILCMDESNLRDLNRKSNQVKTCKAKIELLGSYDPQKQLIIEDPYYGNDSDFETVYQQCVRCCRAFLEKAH
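Assay system: LMPTP-A enzyme. Input: 0.625 nM LMPTP-A final. Probe or stimulus: 400 µM OMFP. Compound dosing: single 20 µM dose. Schedule: 50 min dark incubation at room temperature. Detection: fluorescence intensity of OMFP turnover product. Read-out: percent inhibition versus substrate-only and uninhibited controls. Benchmarks: no-enzyme low control, uninhibited high control.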
TbMetRS inhib – blocks T. brucei methionyl-tRNA synthetase activity. inhibition, % at 11.9 µM. hit rate 0.4% among 360,000. purified T. brucei MetRS, ATP depletion, Kinase-Glo luminescence;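 active means inhibition above a per-plate cutoff of the control wells' mean inhibition plus 3 SD, cut at about 5.5% in these data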;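 further: 0% = DMSO wells median and 100% = median of wells with control inhibitor compound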
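Material: parasite MetRS enzyme / Replication: singlicate, one well per compound / Signal: luminescence of leftover ATP / Schedule: 2 h aminoacylation at 25 °C after 15 min preincubation / Medium: HEPES-MgCl2-KCl buffer plus DTT, spermine, BSA, pyrophosphatase / Doses: 11.9 µM single point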
DNMT1 inh – inhibitors of human DNMT1; P26358; DNMT1 molecular beacon, Hinp1I cleavage, fluorescence; inhibition (reported as % activation of signal), % at 10 µM; hit rate 0.83% among 360,000; AID 588458; in the data active means inhibition above about 50%
PABP1 MLLE inh – inhibitors of microRNA-mediated deadenylation, human PABP1 MLLE binding. P11940. inhibition, % at 20 µM. GST-MLLE / FITC-PAM2 fluorescence polarization. hit rate 0.36% among 360,000; in the data active means inhibition above about 35%, passing the limit was not always enough;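 further: plate controls were DMSO wells with GST-MLLE for no effect and wells lacking GST-MLLE protein for full effect; some results filed as inactive read as strong as hits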
* hit, by the source's call; i = inactive; · = not tested or not shown.

SMILES | CSN deneddyl inh | Scp-1 inhibitor | STEP block | NadD inh | SUMO1 PPI mod | Rpn11 block | LMPTP inh | TbMetRS inhib | DNMT1 inh | PABP1 MLLE inh
CC(C)C1Cc2c(sc3[nH]c(=S)n(Cc4ccccc4)c(=O)c23)CO1 (stereo not given) | 5 | -12 | 0 | 6 | 12 | i | -0.6 | -0.3 | 2 | 26
C=CCNC(=O)CSc1nc2sc3c(c2c(=O)n1CCC)CCC3 | -3 | -6 | 2 | -3 | 9 | i | 0.0 | 0.0 | 0 | -7
CN(c1ccccc1C(=O)Nc1ccc2c(c1)OCCO2)S(C)(=O)=O | -1 | 0 | 1 | 6 | 2 | i | -1.9 | -0.1 | 8 | 1
Cc1ccc(OCC(=O)Nc2ccc(F)cc2)c([N+](=O)[O-])n1 | 0 | -6 | 0 | 3 | -17 | i | -0.1 | 0.2 | 1 | -1
CCCn1cc2c(c1-c1cccc(C)c1)c(=O)n(C)c(=O)n2C | 0 | 0 | -1 | 1 | -1 | i | -1.4 | -0.4 | -1 | 8
Cn1nnnc1Sc1ncnc2scc(-c3ccc(-c4ccccc4)cc3)c12 | 7 | -14 | 1 | 1 | -58 | i | 1.2 | -0.4 | 17 | -8
Cc1onc(-c2ccccc2)c1C(=O)OCC(=O)NCc1ccc(F)cc1 | -8 | -10 | -1 | -5 | 1 | i | 0.0 | 0.3 | -2 | -11
O=S(=O)(Nc1ccccn1)c1ccc(C2CCCCC2)cc1 | 2 | -4 | 3 | 5 | -2 | i | 0.2 | -0.6 | 1 | 3
C/C(=N\Nc1ccc2nncn2n1)c1ccccn1 | -2 | -4 | 1 | 1 | -2 | i | -1.2 | 0.1 | 2 | 7
COCCCNC(=O)c1cn(C)c(=O)c2cc(OC)c(OC)cc12 | -3 | 3 | -1 | 6 | -3 | i | -1.0 | -1.0 | -6 | -5
O=C(CSc1nnc(Cn2nnc3ccccc32)o1)Nc1ccc(Cl)cc1 | 2 | -5 | -1 | 0 | -2 | i | -0.3 | -0.5 | 4 | -8
CCC(=O)Nc1cccc(C2=NOC3(C2)C[C@@H](C(N)=O)N(C(=O)c2ccccc2C(=O)c2ccccc2)C3)c1 (stereo not given in full) | 2 | 0 | 0 | 8 | 1 | i | -0.3 | -0.5 | -4 | -2
Cc1ccc(OCCCCN2CCc3ccccc3C2)c(C)c1 | 4 | 6 | -2 | -1 | 2 | i | -3.0 | -0.5 | 5 | 17
CCC(=O)N/N=C(\C)CC(=O)Nc1cc(Cl)ccc1C | -7 | -1 | -1 | -3 | 0 | i | -1.6 | -0.3 | 4 | 3
COc1ccc(C2=NN(C(N)=S)C(c3ccco3)C2)cc1 (stereo not given) | 20 | -7 | 0 | 3 | -7 | i | 0.6 | -0.5 | -28 | -42
COCCn1c(N)c(N(Cc2ccccc2)C(=O)CSCC(=O)Nc2ccc(C)cc2)c(=O)[nH]c1=O | -7 | 4 | -2 | 3 | -2 | i | 0.8 | -0.2 | -4 | -32
CC(C)CC(=O)Nc1cccc(C(=O)Nc2ccccc2C(=O)O)c1 | 3 | -11 | -3 | -2 | 7 | i | -0.5 | 0.5 | 2 | -2
Cc1nnc(SCC(=O)O)o1 | -2 | -2 | 0 | -4 | 3 | i | -1.3 | 0.0 | -3 | -16
CCOC(=O)c1sc(N2N=C(C)C(N=Nc3cccc(C)c3)C2=O)nc1C (stereo not given) | 19 | -6 | -1 | -4 | 3 | i | 3.2 | -0.6 | 27 | -12
COc1ccc2[nH]c(=O)c(CN(CC3CCCO3)C(=S)Nc3ccccc3)cc2c1 (stereo not given) | 7 | 1 | 0 | 3 | 2 | i | -1.0 | 0.5 | 0 | -126
Cc1ccc(C(C)NC(=O)CSc2ccc(S(=O)(=O)N3CCOCC3)cn2)cc1C (stereo not given) | 4 | -2 | 0 | 3 | 13 | i | -1.0 | -0.2 | 1 | 36
O=C(N/N=C/c1ccc(OC(=O)c2cccs2)cc1)c1ccc(F)cc1 | 10 | 70* | 14 | 0 | -3 | i | 28 | 0.2 | 28 | -5
O=C(CSc1nnc(Cc2ccccc2)o1)N1CCc2ccccc21 | -1 | -9 | 1 | 5 | 0 | i | 0.4 | -1.2 | 6 | -5
CC(=O)N1CCOc2ccc(S(=O)(=O)NCCc3ccccc3)cc21 | -4 | 9 | -3 | -1 | 2 | i | 0.7 | -0.8 | 2 | -15
CN(C)/C=N/S(=O)(=O)c1ccc(Cl)cc1 | -3 | 2 | 1 | -4 | 3 | i | -1.4 | -0.4 | 6 | 11
O=C(NCCN1CCN(S(=O)(=O)c2ccccc2)CC1)C(=O)Nc1ccc(F)cc1 | -3 | -3 | 0 | 1 | 0 | i | -0.3 | -0.5 | 0 | 1
COc1ccc(N2CCN(C(=O)CCc3ccccc3OC)CC2)cc1 | -1 | -8 | 3 | -7 | -9 | i | -0.6 | -0.5 | 0 | -16
O=C(c1ccccc1)N1CCC2(CC1)NCCc1[nH]cnc12 | 0 | -13 | 8 | -4 | 5 | i | 0.7 | -0.3 | -2 | -3
N#Cc1cccnc1N1CCN(C(=O)c2[nH]c(C(F)(F)F)nc2-c2ccccc2)CC1 | -6 | · | -3 | 0 | 15 | i | -0.8 | 0.3 | -1 | 3
CC(=O)Nc1cnc(-c2ccccc2C(F)(F)F)cn1 | 0 | · | -2 | 2 | -2 | i | -0.7 | -0.2 | 0 | -2
Cc1ccc(S(=O)(=O)N2CCC(NC(=O)c3cccc(F)c3)CC2)cc1 | -4 | 4 | -5 | -4 | 6 | i | -0.3 | -1.5 | 11 | -11
Cc1nnc(Nc2ccc(C(=O)O)cc2)[nH]c1=O | -9 | 3 | 2 | -3 | 3 | i | 0.9 | 6.8* | 5 | 2
CC1CCN(CCCNC(=O)c2cc3c(=O)n(C)c4ccccc4c3n2C)CC1 | 3 | -7 | 9 | -3 | -1 | i | 3.1 | 0.1 | 4 | -3
CC(C)(C)NCC(O)c1cc(O)cc(O)c1 (stereo not given) | 0 | -9 | -3 | 0 | -1 | i | 1.3 | -0.5 | 3 | 4
N#Cc1c(-c2ccccc2)c(-c2ccccc2)nn(CC(=O)NNC(=O)Nc2ccc(Cl)c(Cl)c2)c1=O | 4 | -6 | 6 | 51* | -10 | i | 4.4 | -0.1 | -11 | 1
CCOC(=O)c1ccc(NC(=O)CSCc2ccco2)cc1 | 11 | 9 | 3 | 5 | 2 | i | 2.1 | -0.9 | -15 | 18
O=C(O)CCC(=O)N1CCN(c2ccc(C(=O)c3ccc(F)cc3)cc2)CC1 | -1 | -7 | -2 | 2 | -7 | i | -1.9 | -1.0 | -2 | 1
O=C(NCc1cn(-c2ccccc2)nc1-c1ccccc1)c1cc([N+](=O)[O-])cc([N+](=O)[O-])c1 | 5 | 3 | 6 | 16 | -14 | i | 2.4 | -1.1 | -4 | -6
O=C(COc1ccc(Cl)cc1Cl)N1CCN(C(=O)c2ccco2)CC1 | 2 | -8 | 2 | -6 | 1 | i | -1.5 | 0.0 | 3 | 7
C=CCSc1nc2[nH]ncc2c(=O)[nH]1 | 2 | 3 | 2 | 3 | -4 | i | -0.5 | 0.0 | -7 | 2
O=C(NC1C2CC3CC(C2)CC1C3)c1ccc2c(c1)OCO2 (stereo not given) | -3 | -5 | 0 | 10 | 5 | i | 0.0 | -0.5 | 2 | -1
O=C(Nc1nc2ccccc2s1)C1CC(=O)N(c2ccc(F)cc2)C1 (stereo not given) | 4 | -4 | 0 | -3 | 0 | i | -1.1 | 0.1 | -6 | 4
O=C(CSc1nnc(-c2ccccn2)n1Cc1ccco1)c1ccc(Cl)cc1 | 4 | -13 | -1 | 13 | 0 | i | 2.0 | -0.3 | -4 | -51
C[C@H](CO)N1C[C@H](C)[C@@H](CN(C)C(=O)NC2CCCCC2)Oc2ccc(NS(=O)(=O)c3ccccc3)cc2C1=O | -1 | -3 | 0 | 1 | 1 | i | -2.1 | -0.3 | -3 | 7
COC(=O)C1C(O)=C(C=NCc2ccccc2)C(=O)CC1(C)C (stereo not given) | -3 | 1 | 0 | 5 | 5 | i | -1.5 | -0.1 | 0 | 6
O=C(Nc1cc(Cl)ccc1N1CCOCC1)c1ccc2c(c1)OCO2 | 1 | · | -1 | 0 | 3 | i | 0.0 | 0.0 | 2 | -7
CCN(CC)S(=O)(=O)c1cccc(-c2nnc(SCC(=O)c3ccc(Cl)s3)n2C)c1 | 5 | -3 | 3 | 5 | -12 | i | 0.2 | -0.1 | 3 | -88

Screens deposited in PubChem by several laboratories.
